# SW480 rereplic: DNA re-replication induction in SW480 cells | SW480 DNA re-replication, Hoechst DNA content imaging, 48 h | Potency, µM (titrated, usually from 46.1 µM), for the others: top-dose re-replication activation, usual class: activators | actives 1.8% (n = 340,000) | AID 624297; note: potency is the fitted concentration of half-maximal effect; % of control where 0% means no effect; nearly all actives have a fitted effect of over 55% in size
#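 First, 250 cells per well were seeded. Next, compound or vehicle (23 nL) was pinned in, plates sat 48 hr at 37 C. Finally Hoechst was added for 40 min before fluorescence scanning.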
# DRD3 agonist: D3 dopamine receptor (human) agonism | max activation, % | D3R DiscoveRx beta-arrestin cells, luminescence, 90 min | actives 0.58% (n = 410,000) | P35462; in the data active = max activation above about 30%; note: 0% is about no effect; mostly tested at two doses, the higher about 12 µM
# Target sequence (P35462 whole entry, looked up): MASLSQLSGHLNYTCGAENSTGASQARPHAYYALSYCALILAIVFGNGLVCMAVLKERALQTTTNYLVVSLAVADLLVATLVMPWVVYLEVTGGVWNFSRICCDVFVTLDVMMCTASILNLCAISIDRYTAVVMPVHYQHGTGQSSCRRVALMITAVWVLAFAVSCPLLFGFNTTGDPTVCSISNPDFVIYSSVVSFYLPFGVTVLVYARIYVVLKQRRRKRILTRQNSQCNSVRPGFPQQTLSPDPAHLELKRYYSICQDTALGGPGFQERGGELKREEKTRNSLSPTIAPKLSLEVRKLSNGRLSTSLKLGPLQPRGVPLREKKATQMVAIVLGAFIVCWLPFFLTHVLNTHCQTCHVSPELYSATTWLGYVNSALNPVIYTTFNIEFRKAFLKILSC
#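 Agonist mode: compounds and dopamine controls were applied to plated cells for 90 min at 37 degrees C after an overnight attachment at 1500 cells/well. Luminescent read-out followed 30 - 60 minutes at room temperature with DiscoveRx detection reagent.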
# HT1080-NT tox: kills 2HG-producing HT-1080-NT fibrosarcoma cells; HT-1080-NT fibrosarcoma viability, CellTiter-Glo ATP luminescence, 48 h; Potency, µM (titrated, usually from 46.1 µM), for the others: at the top dose activity, negative = less viability, actives largely listed as cytotoxic; actives 1.6% (n = 360,000); AID 686970;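 note: NT is the 2HG producing partner of a matched IDH1 knockdown line; potency is the fitted concentration of half-maximal effect; 0% = DMSO-treated cells and -100% = media-only wells without cells; nearly all actives have a fitted effect of over 55% in size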
#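 Toxicity toward the 2HG-producing NT line was scored as %Activity, normalised to DMSO and no-cell wells, from CellTiter-Glo luminescence after 48 hours' treatment.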
# GLP1R ag: agonists of human GLP-1 receptor; Potency, µM (highest dose often 45.6 µM), inactives show at the top dose activation, actives largely listed as activators; AID 624172; HEK293 GLP-1R CRE-luciferase, luminescence, 4-6 h; cells express a hypersensitive GLP-1R form; actives 0.007% (n = 380,000); P43220; note: potency is the fitted concentration of half-maximal effect; % of control where 0% means no effect
# Target sequence (P43220 whole entry, looked up): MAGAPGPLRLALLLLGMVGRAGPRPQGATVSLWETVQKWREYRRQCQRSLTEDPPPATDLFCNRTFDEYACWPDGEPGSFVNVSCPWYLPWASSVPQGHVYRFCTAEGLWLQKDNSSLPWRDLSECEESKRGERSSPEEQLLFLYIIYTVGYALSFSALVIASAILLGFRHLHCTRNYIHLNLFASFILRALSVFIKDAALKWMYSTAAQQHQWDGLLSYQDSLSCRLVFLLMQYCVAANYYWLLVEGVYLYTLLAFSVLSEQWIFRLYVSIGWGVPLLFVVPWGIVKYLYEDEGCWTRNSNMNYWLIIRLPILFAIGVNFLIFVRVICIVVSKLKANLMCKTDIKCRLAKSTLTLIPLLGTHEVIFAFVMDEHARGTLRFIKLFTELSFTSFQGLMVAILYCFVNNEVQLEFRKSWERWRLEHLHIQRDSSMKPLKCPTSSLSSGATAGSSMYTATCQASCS
# HT1080 IDH1KD tx: toxicity to HT-1080 IDH1 knockdown cells (counter line). Potency, µM (series often up to 46.1 µM), for the others: top-dose activity, negative = toxicity, usual class: cytotoxic. actives 2% (n = 360,000). HT-1080 IDH1 knockdown viability, ATP luminescence, 48 h. AID 686971;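 note: potency is the fitted concentration of half-maximal effect; 0% = DMSO wells and -100% = cell-free medium wells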
#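 CellTiter-Glo luminescence after 48 h compound exposure at 37 degrees C of IDH1-knockdown HT-1080 cells in 5% FBS RPMI. %Activity scaled between DMSO wells and cell-free media wells, with curves fitted and assigned curve classes.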
# KB-3-1 cytotox: KB-3-1 parental cell cytotoxicity; actives 1.4% (n = 400,000); KB-3-1 viability, CellTiter-Glo ATP luminescence, 72 h; Potency, µM (titrated, usually from 46.1 µM), for the others: top-dose activity change, negative = cytotoxic, most hits filed as cytotoxic; note: potency is the fitted concentration of half-maximal effect; % is set by controls: 0 for no effect and ±100 for the full control effect; nearly all actives have a fitted effect of over 60% in size
#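 Parental KB-3-1 viability, qHTS format: 72 h compound exposure, 37 °C; CellTiter-Glo; media-only wells and DMSO plates as controls; concentration-effect fits on corrected data.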
# KB-V1 MDR tox: kills drug-selected multidrug resistant KB-V1 cells | KB-V1 MDR cells viability, CellTiter-Glo, 72 h | Potency, µM (highest dose often 46.1 µM), for the others: at the highest dose activity change, negative = cytotoxicity, most hits filed as cytotoxic | actives 3.4% (n = 400,000) | AID 1347076; note: potency is the fitted concentration of half-maximal effect; % is set by controls: 0 for no effect and ±100 for the full control effect; nearly all actives have a fitted effect of over 60% in size
#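 Following 72 h at 37 degrees C with compound, KB-V1 cell viability was read by CellTiter-Glo luminescence, medium being phenol-red-free DMEM plus 10% FBS; concentration-response parameters came from normalized, curve-fitted qHTS data.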
# DRD3 antagonist: antagonists of human D3 dopamine receptor. P35462. D3R cells, DiscoveRx beta-arrestin luminescence, antagonist mode; active compounds read low. max response, negative = inhibition, %. actives 2.5% (n = 360,000). AID 652054; in the data active = max response below about -50%; inconclusive = no clear call, values can overlap the other calls; note: % is set by controls: 0 for no effect and ±100 for the full control effect; mostly tested at two doses, the higher about 12 µM
#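 Cells expressing the human receptor were seeded at 1500 cells/well, incubated overnight at 37 degrees C in 5% CO2, then exposed to library compounds with dopamine controls for 90 minutes at 37 degrees C before luminescent detection.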
# IL1B secr inh: inhibitors of inflammasome signaling (IL-1 beta secretion). THP-1 LPS/ATP IL-1B secretion, AlphaLISA, 16 h; active compounds read low. activity change, % at 57.5 µM. actives 4.7% (n = 360,000). AID 743279; in the data active = activity change below about -50%; inconclusive = mostly about -30% to -49%; note: % is set by controls: 0 for no effect and ±100 for the full control effect
#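 THP-1 cells pretreated 1 hr with compounds (up to 57.5 uM final), then stimulated with LPS (250 ng/mL final) plus ATP (1.25 mM final); secreted IL-1B measured by AlphaLISA after 16 hr, decreased signal indicating inhibition.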
# * hit, by the source's call; ? = inconclusive; · = not tested or not shown; & = joins results of further samples; [ ] = remark or other dose. Unless noted, calls come from the whole dose curve; as a rule, active = well fitted curve in the direction sought with a large enough effect; inconclusive = small, poorly fitted or top-dose-only effect, or another doubt; inactive = no such curve, though single readings can be large; an effect the other way counts as inactive or inconclusive.
SMILES,SW480 rereplic,DRD3 agonist,HT1080-NT tox,GLP1R ag,HT1080 IDH1KD tx,KB-3-1 cytotox,KB-V1 MDR tox,DRD3 antagonist,IL1B secr inh
CN1c2ccccc2C(C)(C)C12CC(c1ccc(S(=O)(=O)N3CCCCC3)cc1)=NO2 (stereo not drawn),2%,3,-3%,-6%,-21%,-24%,?,13,-9
O=C(c1ccc(Cl)c(S(=O)(=O)NCc2ccccc2)c1)N1CCN(c2ccccn2)CC1,21%,16,?,2%,?,5%,4.1µM*,-71*,0
COc1ccc(S(=O)(=O)NCc2cccnc2)cc1NC(=O)c1ccccc1,0%,6,2%,0%,6%,8%,-6%,11,12
CCc1cc(C(=O)COc2ccc(F)cc2)c(O)cc1O,-90%,-3,-12%,7%,-16%,-2%,-2%,-5,9
COc1ccc2nc(COC(=O)c3cccs3)c(C(C)=O)[n+]([O-])c2c1,-1%,-9,-1%,8%,8%,6%,6%,-24,70
COc1cccc(C2NC(C)(C(=O)O)C3C(=O)N(C(C)C)C(=O)C23)c1O (stereo not drawn),1%,4,-7%,0%,-3%,-9%,-17%,-53*,16
CC(C)(C)C(=O)Cn1c(=O)n(CC2CCCO2)c(=O)c2ccccc21 (stereo not drawn),0%,-8,2%,2%,3%,0%,?,-9,-3
COc1cccc(CNC(=O)c2ccc(NC(=O)C3=CSCCO3)cc2)c1,-4%,0,2%,-9%,-1%,7%,-21%,-8,-12

# Another view of part of the listing above.
# Fields: SW480 rereplic	DRD3 agonist	HT1080-NT tox	GLP1R ag	HT1080 IDH1KD tx	KB-3-1 cytotox	KB-V1 MDR tox	DRD3 antagonist	IL1B secr inh
COc1cccc(C2NC(C)(C(=O)O)C3C(=O)N(C(C)C)C(=O)C23)c1O (stereo not drawn)
    1%	4	-7%	0%	-3%	-9%	-17%	-53*	16
CC(C)(C)C(=O)Cn1c(=O)n(CC2CCCO2)c(=O)c2ccccc21 (stereo not drawn)
    0%	-8	2%	2%	3%	0%	?	-9	-3
COc1cccc(CNC(=O)c2ccc(NC(=O)C3=CSCCO3)cc2)c1
    -4%	0	2%	-9%	-1%	7%	-21%	-8	-12

# The results go on.
SMILES,SW480 rereplic,DRD3 agonist,HT1080-NT tox,GLP1R ag,HT1080 IDH1KD tx,KB-3-1 cytotox,KB-V1 MDR tox,DRD3 antagonist,IL1B secr inh
C/C(CC(=O)C(F)(F)F)=N\NC(=O)/C(C#N)=C/N(C)C,2%,-4,-5%,3%,-2%,-1%,?,-18,0
N#Cc1c(SCC(=O)N2CCOCC2)nsc1SCC(=O)N1CCOCC1,-2%,-2,18%,-6%,12%,-3%,17%,-17,7
Nc1ccc(C(=O)OCC(=O)Nc2cc([N+](=O)[O-])ccc2F)cc1,?,-3,-1%,11%,-3%,?,?,-5,15
Cc1ccc(C(=O)N2N=C(c3ccc(Br)cc3)CC2c2ccccc2O)cc1 (stereo not drawn),10%,23,15µM*,-19%,15µM*,?,?,25,-94*
Cc1csc(SCC(=O)N2CCN(S(=O)(=O)c3ccccc3)CC2)n1,-4%,-5,-1%,-23%,-1%,0%,-21%,-5,-7
CCN1C(=O)N[C@@H](c2ccccc2)C(C(=O)OC)=C1C,-2%,3,0%,7%,-4%,-9%,1%,-22,15
COCCCNc1nc2c(c(=O)[nH]c(=O)n2C)n1CC(O)COc1ccccc1C (stereo not drawn),-1%,-1,-5%,5%,-3%,2%,15%,40,9
N#Cc1ccc(C(=O)NCC(c2ccco2)N2CCCC2)cc1 (stereo not drawn),-6%,-8,14%,4%,22%,-6%,15%,-9,30
O=C(Cc1cccc2ccccc12)NN=Cc1ccc2c(c1)CCC2,·,5,-2%,-8%,-1%,-2%,?,18,1
Cc1cc(C(=O)Nc2ccccc2)c(C)o1,-17%,3,2%,5%,25%,-15%,?,21,3
Cc1ccc(C(=O)CSc2nc(-c3ccccc3)ccc2C#N)cc1,?,18,21%,10%,20%,12%,11%,1,19
COc1cc(OC)c(C=O)c(OC(=O)N2CCOCC2)c1,-15%,-1,10%,15%,6%,4%,0%,4,13
CC(=O)Nc1nonc1-c1nc2ccccc2n1Cc1ccccn1,-19%,7,5%,4%,-15%,-6%,-7%,-23,16
COc1cccc(CNC(=O)C2CCCN(S(=O)(=O)c3c(C)[nH]c(=O)[nH]c3=O)C2)c1 (stereo not drawn),10%,5,2%,3%,10%,3%,?,-9,7
CCOC(=O)C1=CCC2C(=O)N(CC)C(=O)C12 (stereo not drawn),·,0,20%,-1%,19%,0%,-2%,-10,47
O=C(O)Cc1c(C(=O)O)nnn1-c1cccc(C(F)(F)F)c1,-18%,7,3%,0%,11%,15%,11%,12,3
COC(=O)c1cc(S(=O)(=O)N(C)C2CCCCC2)c[nH]1,-7%,2,4%,9%,8%,0%,-1%,2,4
COc1ccccc1N1CCN(S(=O)(=O)c2ccc(Br)s2)CC1,0%,-8,2%,-1%,4%,6%,?,4,69
Cn1c(NC(=O)c2ccc(F)c(F)c2)cc(=O)n(C)c1=O,-3%,-2,-6%,-5%,4%,3%,5%,-26,22
Cc1ccc(OCC(=O)Nc2nnc(S(=O)(=O)N3CCC(C)CC3)s2)cc1,-10%,5,10%,-1%,8%,13%,17%,-1,4
CCN1C(=O)c2ccccc2S(=O)c2ccc(C(=O)NCCN(CC(C)C)CC(C)C)cc21 (stereo not drawn),21%,-21,-6%,11%,0%,-6%,-3%,-65*,?
CC(C)OCCCNC(=S)NNC(=O)c1ccc(Cl)c(Cl)c1,?,11,7%,-4%,9%,-21%,-5%,3,37
O=C(CSc1nnc(CNC(=O)c2ccccc2)o1)NCc1ccccc1,-12%,2,23%,-9%,2%,·,·,12,18
COc1ccc(N2CCN(C(c3ccccc3)c3nnnn3Cc3ccc(F)cc3)CC2)cc1 (stereo not drawn),15%,-8,-1%,3%,-5%,-17%,?,8,?
CCOc1ccccc1NC(=O)c1ccc2ccccc2c1,0%,1,-1%,17%,2%,8%,?,30,10
CC(C)C(NC(=O)OCc1ccccc1)C(=O)OCC(=O)N1C(C)CCCC1C (stereo not drawn),0%,-6,-5%,5%,-2%,-1%,-28%,?,-3
COCCCn1c(SCc2ccccc2)nc2cc(OC)c(OC)cc2c1=N,-7%,31*,-29%,13%,-29%,?,?,34,-10
CCc1ccc(-n2cc(-c3ccc(F)cc3)[n+]3c2SCCC3)cc1,26%,-23,?,1%,?,9.2µM*,-4%,-21,-91*
Cc1ccc2c(CC(=O)OC3CCOC3=O)coc2c1 (stereo not drawn),-1%,-6,0%,-4%,4%,6%,-18%,-9,13
CCOc1ccc(-c2[nH]ncc2-c2ccccc2)c(O)c1,-1%,2,-1%,5%,-6%,-13%,0%,-26,0
CSc1cccc(NC(=O)C2CCCN(S(=O)(=O)c3cnc[nH]3)C2)c1 (stereo not drawn),3%,-11,-16%,1%,0%,-23%,?,?,29
COc1ccc(/C=C/c2onc(C)c2S(=O)(=O)N2CCC(C(=O)N3CCCCCC3)CC2)cc1,13%,-1,-12%,2%,-15%,?,-7%,-7,?
CN(CC(=O)Nc1ccc(F)cc1)C(=O)COC(=O)CN1C(=O)NC2(CCCC2)C1=O,-4%,-6,-5%,-6%,?,18%,-4%,-23,-3
O=C(O)CCS(=O)(=O)Cc1ccccc1Cl,-2%,4,2%,2%,10%,19%,-5%,12,6
O=C(COC(=O)C1CC1)Nc1nc(-c2ccc(F)c(F)c2)cs1,-4%,-3,-1%,16%,-1%,3%,-8%,11,-29
Cc1cccc(S(=O)(=O)NCCC(=O)OC(C)C(=O)NC(=O)NC2CCCCC2)c1 (stereo not drawn),-5%,-1,3%,18%,5%[9.24 µM],18%,-11%,0,23
OCC[C@@H]1C[C@H](O)[C@@H](O)[C@]2(OCc3cc(C(F)(F)F)ccc32)O1,·,-11,15%,-3%,19%,0%,?,-2,36
C=CCn1cc(-c2cccc(C(F)(F)F)c2)cc(C#N)c1=O,-2%,-2,-5%,17%,-1%,16%,0%,5,9
Cc1ccc(NC2=CC(=O)CC(C)(C)C2)cc1F,-3%,8,22%,3%,18%,0%,-6%,5,16
COc1ccccc1N1CCN(S(=O)(=O)c2ccc3nc(-c4ccccc4)[nH]c3c2)CC1,-4%&13%,9,-6%,2%,-6%,-3%,?,22,?
CC(=O)Nc1cccc(NC(=O)CSc2ncc(C(=O)Nc3ccccc3)c(=O)n2C)c1,?,-4,?,8%,?,-7%,23%,-23,-100*
C=CCN1C(=O)c2ccccc2NC1c1ccc(Br)s1 (stereo not drawn),5%,6,8%,9%,12%,-19%,?,13,-20
CCOc1ccccc1N(C)C(=O)c1nn(-c2ccc(OC)cc2OC)c(=O)c2ccccc12,-4%,-2,12%,18%,13%,-2%,-15%,-5,12
COc1ccc(NC(=O)CSc2c3c(nc4ccccc24)CCC3)c(OC)c1,-3%,3&2,?,15%,?,7%,?,3,13
Cc1cc(C)cc(N2CCN(C(=O)N3CCOCC3)CC2)c1,1%,-4,14%,-1%,-1%,-2%,9%,-9,8
C[C@H](CO)N1C[C@H](C)[C@H](CN(C)Cc2ccc(Oc3ccccc3)cc2)Oc2cc(Br)ccc2S1(=O)=O,·,-9,?,10%,?,?,-32%,-15,-25
C/C(=N\NC(=O)c1ccco1)c1ccc(NC(=O)c2cccs2)cc1,-3%,-3,5%,3%,17%,4%,-17%,-5,-20
COc1cccc(NC(=O)CN(C)C(=O)C(CCSC)NC(=O)c2ccco2)c1 (stereo not drawn),1%,-5,-7%,7%,-2%,-10%,18µM*,-19,-2
COc1ccccc1C1CCN(Cc2cccc3ccccc23)CC1,0%,-47,?,11%,?,0%,?,-10,10
